Compound activity from PubChem BioAssay.
ARNT TACC3 PPI: disruptors of human ARNT/TACC3 interaction; AlphaScreen His-ARNT PAS-B/GST-TACC3 binding, luminescence; TACC3 fragment carries E629A point mutation; inhibition, % at 9.99 µM; actives 0.66% (n = 390,000);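 active means mean inhibition of replicates at least 50% and at least half of replicates each reaching 50%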;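 further: 0% = complete ARNT plus TACC3 wells and 100% = ARNT alone without TACC3; many hits fall short of the cut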
* hit, by the source's call. A portion of the library, so the mix of outcomes need not match the whole.

compound	ARNT TACC3 PPI
COc1ccc(-c2noc(C)c2-c2ccc3ccccc3n2)c(O)c1	16.5
CNC(=O)CN(C1CCCCC1)S(=O)(=O)c1ccc(F)cc1	-3.3
CC(C)NS(=O)(=O)c1ccc(OCC(=O)NCCC2=CCCCC2)cc1	-3.7
CCOC(=O)c1cc2c(=O)n3ccccc3nc2n(C(C)C)c1=NC(=O)c1ccncc1	-2.3
CC(C)(C)n1cnc2cc(NS(=O)(=O)c3ccc(Br)cc3)ccc21	1.7
O=C(O)c1ccc(CSc2n[nH]c(-c3ccco3)n2)cc1	-1.0
Cn1c(N2CCCC2)nc2c1c(=O)n(Cc1ccc(Cl)cc1)c(=O)n2C	12.1
O=C(/C=C/c1ccccc1Cl)NC(=S)Nc1ccccc1C(=O)NC1CCCCC1	-1.7
CCOC(=O)C(Sc1nnc(-c2ccncc2)o1)C(C)=O (stereo unspecified)	18.5
COC(=O)c1sc(NC(=O)c2ccc(OC)cc2OC)nc1C	4.2
CCOC(=O)c1[nH]cnc1C(=O)Nc1cccc(N)n1	12.5
CCOC(=O)C1=C(N)n2c(s/c(=C\c3cccnc3)c2=O)=C(C(=O)OC)C1c1cccnc1 (stereo unspecified)	-0.6
Cc1cc2c(c(N)n1)c(=O)oc1ccccc12	-0.1
C/C(=N\NC(=O)c1ccccc1O)C1C(=O)c2ccccc2C1=O	12.1
O=C1Nc2ccccc2C(O)(C(=O)NCc2ccc3c(c2)OCO3)N1c1ccccc1 (stereo unspecified)	-1.4
O=C(O)C1CCCCC1C(=O)NCc1ccccc1 (stereo unspecified)	-5.0
CCN(CC)c1ncnc2sc(C(=O)N3CCN(c4ccc(OC)cc4)CC3)c(C)c12	-14.9
COC(=O)CN(n1cnnc1)S(=O)(=O)c1ccccc1	-0.7
CCOC(=O)Cc1csc(NC(NC(=O)CC)(C(F)(F)F)C(F)(F)F)n1	-3.7
O=C(CCCn1c(=O)[nH]c2cc(Cl)ccc2c1=O)NCC1CCCO1 (stereo unspecified)	-10.0
CCC(=O)c1ccc(O)c(CC=C(C)C)c1	-4.4
CCn1c(N2CCN(CC(=O)c3ccc(OC)cc3)CC2)nc2ccccc21	32.7
O=C(CCNS(=O)(=O)c1cccc2nonc12)NC1CCCc2ccccc21 (stereo unspecified)	-3.3
Cc1ccc(C2CC(=O)C=C(O)C2)cc1 (stereo unspecified)	-4.2
COC(=O)c1ccc(C2C3=C(Nc4nnnn42)c2ccccc2OC3)cc1 (stereo unspecified)	33.5

(more compounds)
compound	ARNT TACC3 PPI
COC(=O)c1ccn(C(=O)c2ccc(Cl)cc2)n1	0.4
NC(N)=N/N=C/c1ccc(OCc2ccc(Cl)cc2Cl)cc1	13.5
c1ccc(-n2ncc3c(N4CCCC4)ncnc32)cc1	-2.8
CC(Sc1ccccc1)C(=O)Nc1ccccc1C(=O)N1CCOCC1 (stereo unspecified)	-7.5
Cc1cc(C)c(S(C)(=O)=O)c(S(=O)c2ccc(Cl)cc2)n1 (stereo unspecified)	-0.8
COc1ccc(CN2CCCC(C(=O)N3CCCC3)C2)cc1 (stereo unspecified)	1.1
CSc1nc2ccccc2c(=O)n1N	3.1
CC(C)C1C(=O)NC(=S)N1S(=O)(=O)c1ccc(C(C)(C)C)cc1 (stereo unspecified)	1.4
C=CCNC(=O)c1c2c(nc3ccccc13)-c1ccccc1CC2	1.0
Cn1c(CNC(=O)Nc2cccc(Cl)c2)nnc1SCc1ccccc1	-6.7
Cc1cccc(N2CCN(C(=O)CCNC(=O)Cn3ccc4ccccc4c3=O)CC2)c1C	-3.4
Cc1ccc(-n2ccnc2SCC(=O)N(CC(C)C)C2CCS(=O)(=O)C2)c(C)c1 (stereo unspecified)	4.0
COc1ccccc1NC(=O)CSc1nnc(C2CCCCC2)n1C	-2.8
CCCCOCC(O)CN1CCN(C(C)=O)CC1 (stereo unspecified)	1.8
O=C(NCC1CCCO1)C1CCN(S(=O)(=O)c2cccnc2)CC1 (stereo unspecified)	-2.6
Cn1c(CSc2ncccn2)nnc1SCC(=O)N1CCCc2ccccc21	-5.0
CSc1nc2sc3c(c2c(=O)n1C1CCCCC1)CCN(C)C3	2.0
Cc1oc2ccc(O)cc2c1C(=O)OC(C)C	-4.2
O=c1ccc(Oc2nc(N3CCOCC3)nc(N3CCOCC3)n2)nn1-c1ccccc1	-5.3
CCOC(=O)N1CCC(NC(=O)c2ccc3nc(N4CCOCC4)sc3c2)CC1	18.8
O=C(CN1CCC(N2CCCCC2)CC1)N1CCCc2ccccc21	-4.1
Cc1cc(Cl)c(S(=O)(=O)N2CCSCC2)cc1OCC(N)=O	11.6
CCn1nc(NC(=O)c2ccncc2)c2cc3ccccc3nc21	-0.1
O=C(Nc1cc(C(F)(F)F)ccc1N1CCOCC1)c1ccc[n+]([O-])c1	-3.2
Cc1ccc(C(=O)OC2CCOC2=O)cc1NC(=O)c1ccco1 (stereo unspecified)	-2.5

Next section.
compound	ARNT TACC3 PPI
COc1ccc(CN2CCCCCC2)c(C)c1C	1.9
CCC(C)NC(=O)C1(C)CCC(=O)N1Cc1ccccc1OC (stereo unspecified)	-2.0
NC(=O)C1CCN(C2=C(Cl)C(=O)c3ccccc3C2=O)CC1	25.0
O=c1[nH]nc(Cc2ccc(Cl)cc2Cl)c2ccccc12	-3.2
O=C(C1COc2ccccc2O1)N1CCCC1 (stereo unspecified)	-5.9
COCCN(CCOC)S(=O)(=O)c1ccc(C(=O)NC2CCN(Cc3ccccc3)CC2)cc1	-5.1
CCOC(=O)Cc1csc(NC(=O)CN2C(=O)c3ccccc3S2(=O)=O)n1	3.6
Cc1nc2cc(-c3sccc3-n3cccc3)nn2c(C)c1C	3.1
CSc1nc2c(c(=O)[nH]1)C(c1ccncc1)C(C(=O)OC(C)C)=C(C)N2 (stereo unspecified)	-1.3
COC(=O)c1ccc(C(=O)OC)c(NC(=O)CSc2cccc[n+]2[O-])c1	2.1
COCc1cc(C)nc(NCCO)c1C#N	-7.8
CCC(=O)N(C)C(c1ccccc1Cl)c1nnnn1-c1c(C)cccc1C (stereo unspecified)	-2.6
N/C(=N\OC(=O)N1CCOCC1)c1ccccc1	-12.1
COc1ccc(NC(=O)CCn2nnc(-c3ccc(C)cc3)n2)cc1OC	-0.8
COc1cc(/C=N/NC(N)=O)c(Br)cc1OCC(=O)Nc1ccccc1C	3.2
Cc1ccc2nc(SCc3cccc([N+](=O)[O-])c3)nc(C)c2c1	-2.7
CCOC(=O)CSc1nc2c(c(-c3ccc(C)o3)c1C#N)CCCC2	9.8
c1ccc(Nc2c3c(nc4ncnn24)CCC3)cc1	-0.5
Cc1cc(=O)n2[nH]c(C)c(-c3ccccc3)c2n1	0.4
Cn1cc(-c2nnnn2-c2ccc(Cl)cc2)c(C(F)(F)F)n1	1.7
Cc1ccc(NC(=O)CCC(=O)OCC(=O)c2ccc(Oc3ccc([N+](=O)[O-])cc3)cc2)c(C)c1	9.6
COc1ccc(S(=O)(=O)Nc2ccccc2C(=O)NC(C)C)cc1OC	-2.1
Cn1c(=O)c(-c2cc(Br)ccc2N)nc2ccccc21	5.1
O=C(Nc1ccc2c(c1)C(=O)N(C1CCCCC1)C2=O)C1CCCO1 (stereo unspecified)	0.2
COc1ccc(C[C@H]2CN3C(=NC[C@@H]3Cc3ccc(O)cc3)N2C[C@H](C)NC(=O)c2ccc(C)c(Br)c2)cc1	1.2

Later entries
compound	ARNT TACC3 PPI
Cn1c(=O)cc(OCCCC(=O)N2CCN(c3ccccc3)CC2)c2ccccc21	-21.5
O=S1(=O)CCN(Cc2cccc(Cl)c2)CC1	31.7
Cc1ccc(-c2noc(C3CCCN(C(=O)c4c(F)cccc4F)C3)n2)cc1 (stereo unspecified)	5.3
CC(C)(C)NC(=O)NC(=O)COC(=O)COc1ccc2c(c1)CCC2	-5.9
c1cc(C2OCCN2CC2COC3(CCCC3)O2)ccn1 (stereo unspecified)	3.2
O=C1CC(C(F)(F)C(F)(F)C(F)(F)C(F)F)=Nc2ccccc2N1	-1.0
CCN(CC)C(=O)CSCc1cnn(-c2ccccc2)c1-n1cccc1	4.9
COc1ccc(-c2nnc(SCc3ccccc3F)o2)cc1OC	-4.1
Oc1c(CN2CCN(c3ccccn3)CC2)cc(Cl)c2cccnc12	59.6*
COc1cc(C)c(C(C)C)cc1S(=O)(=O)N1CCOCC1	-5.0
O=C(CCn1c(=O)[nH]c2ccccc2c1=O)NCCCN1CCN(c2cccc(Cl)c2)CC1	-1.8
CCOC(=O)C1CCCN(C(=O)c2cc3c(-c4cccc(OC)c4)nn(C)c3s2)C1 (stereo unspecified)	1.9
c1ccc(-c2nc(C3CCCCC3)no2)cc1	-1.8
Cc1ccc(NC(=O)COC(=O)c2ccc3c(c2)NC(=O)C2CCCN32)cc1 (stereo unspecified)	-2.6
Cc1cccc(C)c1NC(=O)N1CCC(N2CCCCC2)CC1	-2.6
COc1ccc(NC(=O)CCS(=O)(=O)c2ccccc2)c(OC)c1	0.7
CC(=O)c1ccc(N(C(=O)Cn2nnc3ccccc32)C(C(=O)NC2CCCCC2)c2cn(C)nc2C)cc1 (stereo unspecified)	-0.7
COc1ccc(Cn2cccc(NC(=O)Nc3cccc(C#N)c3)c2=O)cc1	-4.2
Cc1ccc(C(C)C)c(OCCn2c(=O)oc3ccccc32)c1	-4.4
O=C(C1=C(O)C(=O)N(Cc2ccccc2)C1c1ccncc1)c1ccco1 (stereo unspecified)	21.0*
O=C(COC(=O)c1cnccn1)c1ccccc1	4.2
CC1=C(C(=O)Nc2ccccc2)C(c2ccc(C)cc2)N=C(Nc2nc3ccccc3o2)N1 (stereo unspecified)	-2.4
Cc1nc2c(o1)CCc1ccccc1C2O (stereo unspecified)	1.5
CCOc1ccc(Nc2oc(-c3ccco3)nc2C#N)cc1	-5.7
COc1ccc(CS(=O)(=O)/C(Cl)=C(/Cl)C(=O)Nc2ccc(OC)nc2)cc1	4.0

The list goes on.
| Compound | ARNT TACC3 PPI |
| --- | --- |
| O=c1[nH]ncc2c3ccccc3n(Cc3ccc(F)cc3)c12 | 13.7 |
| Fc1c(F)c(C(F)(F)F)c(F)c(F)c1N/N=C\c1cccs1 | -2.1 |
| O=C(Nc1ccccc1C(F)(F)F)N1CCN(c2ccc3nnc(-c4ccc(F)cc4)n3n2)CC1 | -1.3 |
| CC(C)(C)NS(=O)(=O)c1ccc(CCC(=O)O)cc1 | -3.2 |
| COc1ccc(-c2c3c(=O)n(C)c(=O)n(C)c3cn2Cc2cccnc2)cc1 | 13.4 |
| COc1ccccc1OCc1ccc(C(=O)OCC2CCCO2)o1 (stereo unspecified) | -1.9 |
| O=C(c1ccc(Cl)s1)N1CCc2ccccc21 | -7.4 |
| Cc1ccc2c(c1)N(CC(=O)N1CCCCCC1)C(=O)CO2 | -1.3 |
| CCOC(=O)C1(C)NC(c2cc(OC)c(OC)c(OC)c2)C2C(=O)N(CC)C(=O)C21 (stereo unspecified) | 1.3 |
| CCCC(=O)Nc1ccc(C(=O)N/N=C2\CC(=O)CC(C)(C)C2)cc1 | 0.9 |

The final three entries of the part above open the next one:
| Compound | ARNT TACC3 PPI |
| --- | --- |
| Cc1ccc2c(c1)N(CC(=O)N1CCCCCC1)C(=O)CO2 | -1.3 |
| CCOC(=O)C1(C)NC(c2cc(OC)c(OC)c(OC)c2)C2C(=O)N(CC)C(=O)C21 (stereo unspecified) | 1.3 |
| CCCC(=O)Nc1ccc(C(=O)N/N=C2\CC(=O)CC(C)(C)C2)cc1 | 0.9 |
| COc1ccc2cnn(Cc3ccccc3)c(=O)c2c1OC | 6.3 |
| Cc1cc(Nc2ccccc2Cl)n2nnnc2n1 | -5.4 |
| CS(=O)(=O)n1nc(-c2ccccc2)nc1NCc1ccco1 | -3.8 |
| COc1ccc(-c2noc(-c3ccccc3C(=O)NCc3ccco3)n2)cc1 | -0.2 |
| COc1ccc(N(CC(=O)N2CCN(Cc3ccc4c(c3)OCO4)CC2)S(C)(=O)=O)cc1OC | -0.5 |
| COc1ccccc1N1CCN(C(=O)c2ccc(NC(C)=O)cc2)CC1 | -6.2 |
| CCSC1(SCC)N=C(N)C2(C#N)C(c3ccc(OC)c(OC)c3OC)C12C#N (stereo unspecified) | 3.7 |
| CC1Cc2nc(SCC(=O)NCC3CCCO3)n(Cc3ccccc3)c(=O)c2S1 (stereo unspecified) | 4.9 |
| COc1ccc(C2Oc3ccccc3C3=C2C(c2cccs2)n2ncnc2N3)cc1 (stereo unspecified) | -9.6 |
| O=C(c1cccc(Cl)c1)N1CCCC(C(=O)N2CCCCCC2)C1 (stereo unspecified) | -3.9 |

The list goes on.
| Compound | ARNT TACC3 PPI |
| --- | --- |
| c1ccc(-c2cnnc(SCc3cn4cccnc4n3)n2)cc1 | 1.4 |
| COc1ccc(N=C2S/C(=C\c3cc(C)n(C)c3C)C(=O)N2C)cc1 | -6.0 |
| Cc1ccc(CCN2CC(C(=O)NCCCN3CCOCC3)CC2=O)cc1 (stereo unspecified) | -0.4 |
| COC(=O)c1ccc(COC(=O)c2ccc(-n3cnnn3)cc2)o1 | -5.8 |
| CCOC(=O)CSc1nc(C2CC2)nc2ccccc12 | -6.3 |
| CCOC(=O)CSc1nnc(-c2ccccc2)o1 | -14.3 |
| Cc1ccc(-n2nc3c(N4CCC(C(=O)NCc5ccccc5C)CC4)nnc(C)c3c2C)cc1 | -4.4 |
| Cc1ccccc1-n1nc2c(c1NC(=O)c1c(-c3ccccc3Cl)noc1C)CSC2 | 1.9 |
| Cc1cc(NC(=O)C2CCCCC2)nc2c1c(=O)oc1ccccc12 | -3.9 |
| CCOC(=O)c1cnc2ccc(Br)cc2c1NCC(C)O (stereo unspecified) | -3.7 |

Fetched one by one from the entries so far (four):
| Compound | ARNT TACC3 PPI |
| --- | --- |
| CCOC(=O)c1cnc2ccc(Br)cc2c1NCC(C)O (stereo unspecified) | -3.7 |
| Cc1ccccc1-n1nc2c(c1NC(=O)c1c(-c3ccccc3Cl)noc1C)CSC2 | 1.9 |
| Cc1ccc(-n2nc3c(N4CCC(C(=O)NCc5ccccc5C)CC4)nnc(C)c3c2C)cc1 | -4.4 |
| CCOC(=O)CSc1nnc(-c2ccccc2)o1 | -14.3 |

Structural class: those above with a nitro group on carbon.
| Compound | ARNT TACC3 PPI |
| --- | --- |
| Cc1ccc2nc(SCc3cccc([N+](=O)[O-])c3)nc(C)c2c1 | -2.7 |
| Cc1ccc(NC(=O)CCC(=O)OCC(=O)c2ccc(Oc3ccc([N+](=O)[O-])cc3)cc2)c(C)c1 | 9.6 |
